# EPAC2 antagonist: EPAC2 (human) antagonism; hit rate 0.18% among 360,000; Q8WZA2; Potency, µM (top dose mostly 114 µM), for inactives: at the highest dose activity, negative = inhibition, actives largely listed as inhibitors; EPAC2 GEF exchange of Rap1B-BODIPY-GDP, fluorescence; note: potency is the fitted concentration of half-maximal effect; % is set by controls: 0 for no effect and ±100 for the full control effect; nearly all actives have a fitted effect of over 45% in size; many of its hits are not listed in these tables
# FUS suppressor: suppressors of FUS proteinopathy in yeast. S. cerevisiae FUS-expressing, growth rescue, OD600, 24 h. Potency, µM (doses to about 76.6 µM), without a hit: at the top dose growth rescue (activation), usual class: activators. hit rate 0.24% among 390,000. AID 1347120;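 note: potency is the fitted concentration of half-maximal effect; plate controls were DMSO vehicle for no effect and reference control for full effect; nearly all actives have a fitted effect of over 55% in size; some results filed as inactive show a strong effect at the top dose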
#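 Galactose (2%) drives FUS expression in yeast precultured in raffinose; seeding density OD 0.005. Test compounds incubated 24hr at 30C and 99% humidity before absorbance at 600 nm was measured.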
# D3 ag: D3 dopamine receptor (human) agonism; hit rate 0.58% among 410,000; AID 652048; D3R DiscoveRx beta-arrestin cells, luminescence, 90 min; max activation, %; P35462; in the data active = max activation above about 30%; note: 0% is about no effect; mostly tested at two doses, the higher about 12 µM
# Target sequence (P35462 whole entry, looked up): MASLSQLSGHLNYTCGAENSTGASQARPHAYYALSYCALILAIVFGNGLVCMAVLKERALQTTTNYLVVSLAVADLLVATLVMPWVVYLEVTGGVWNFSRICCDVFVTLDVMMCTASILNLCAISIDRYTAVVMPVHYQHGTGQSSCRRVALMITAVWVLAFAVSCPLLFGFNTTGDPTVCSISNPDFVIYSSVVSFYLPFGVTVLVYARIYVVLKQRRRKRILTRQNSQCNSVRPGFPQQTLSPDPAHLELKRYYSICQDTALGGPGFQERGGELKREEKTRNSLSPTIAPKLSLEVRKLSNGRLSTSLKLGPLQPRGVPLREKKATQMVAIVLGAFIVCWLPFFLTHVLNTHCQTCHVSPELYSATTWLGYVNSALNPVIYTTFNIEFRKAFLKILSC
#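 Agonist mode: compounds and dopamine controls were applied to plated cells for 90 min at 37 degrees C after an overnight attachment at 1500 cells/well. Luminescent read-out followed 30 - 60 minutes at room temperature with DiscoveRx detection reagent.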
# TDP-43 yeast inh: TDP-43 toxicity inhibition in yeast | TDP-43 expressing yeast growth rescue, BacTiter-Glo, 24 h | Potency, µM (doses to about 46.1 µM), for the others: top-dose growth rescue (activation), most hits filed as activators | hit rate 1.8% among 410,000 | AID 652104; note: potency is the fitted concentration of half-maximal effect; % of control where 0% means no effect; nearly all actives have a fitted effect of over 50% in size
#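 Cell-based yeast growth screen: TDP-43 expression induced in galactose, inoculum OD600=0.02 after raffinose pregrowth to mid-log. Read-out BacTiter-Glo luminescence at 24 hr, 30 deg C; inhibition of toxicity seen as signal increase.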
# DRD3 antagonist: blocks the human D3 dopamine receptor. P35462. D3R cells, DiscoveRx beta-arrestin luminescence, antagonist mode; hits give low values. max response, negative = inhibition, %. hit rate 2.5% among 360,000. AID 652054; in the data active = max response below about -50%; inconclusive = no clear call, values can overlap the other calls; note: % is set by controls: 0 for no effect and ±100 for the full control effect; mostly tested at two doses, the higher about 12 µM
#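 Cells plated overnight at 1500 cells/well, then exposed to library compounds with dopamine controls for 90 minutes at 37 degrees C. DiscoveRx reagent added for 30–60 minutes at room temperature; luminescence read, quantitative HTS format.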
# aSyn yeast inh: alpha-synuclein toxicity inhibition in yeast; AID 652106; Potency, µM (doses to about 46.1 µM), for inactives: at the top dose growth rescue (activation), most hits filed as activators; hit rate 0.14% among 370,000; Yeast expressing alpha-synuclein, growth rescue, BacTiter-Glo, 24 h; note: potency is the fitted concentration of half-maximal effect; % of control where 0% means no effect; nearly all actives have a fitted effect of over 65% in size
#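 Galactose-induced alpha-syn yeast (OD600=0.02, raffinose-pregrown) + pinned cpd, 24 hr, 30 deg C; growth by BacTiter-Glo luminescence. Growth restoration scores as activation.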
# EPAC2 ag: agonists of human EPAC2 (RAPGEF4); Q8WZA2; EPAC2 activation, biochemical qHTS; response scale: 100% = 6.5 mM cAMP response; Potency, µM (series often up to 154 µM), inactives show top-dose activation, usual class: activators; hit rate 0.079% among 360,000; AID 720711; note: potency is the fitted concentration of half-maximal effect; nearly all actives have a fitted effect of over 50% in size
#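 Guanine nucleotide exchange by EPAC2 is measured as reduced fluorescence of BODIPY-GDP once it is released from 250 nM Rap1B. Plates are read kinetically for 30 min at room temperature; results are scaled to 6.5 mM cAMP.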
# Abeta yeast res: A-beta toxicity reversal in yeast | yeast expressing A-beta42, growth rescue, OD600, 48 h; response scale: 0% DMSO, 100% iron-clioquinol control | Potency, µM (highest dose often 46.1 µM), inactives show at the highest dose growth rescue, usual class: activators | hit rate 0.063% among 410,000 | AID 1347071; note: potency is the fitted concentration of half-maximal effect; nearly all actives have a fitted effect of over 55% in size
#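 Yeast A-beta toxicity model in growth medium with pinned compounds, 48 h at 30 C; growth read as absorbance at 600 nm. Normalized to FeCl3/clioquinol equimolar mix (positive) and DMSO (negative).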
# An asterisk follows results filed as active; ? = inconclusive; nt = no result given; [ ] = dose if it differs, or a comment. Unless noted, calls come from the whole dose curve; as a rule, active = well fitted curve in the direction sought with a large enough effect; inconclusive = small, poorly fitted or top-dose-only effect, or another doubt; inactive = no such curve, though single readings can be large; an effect the other way counts as inactive or inconclusive.
# Results follow in this order: EPAC2 antagonist	FUS suppressor	D3 ag	TDP-43 yeast inh	DRD3 antagonist	aSyn yeast inh	EPAC2 ag	Abeta yeast res
- Cc1ccc(NC(=O)/C(C#N)=C/c2cc(C)n(-c3ccc(N4CCOCC4)c([N+](=O)[O-])c3)c2C)c(C)c1
 : -6%	-15%	-4	-3%	-2	2%	8%	7%
- COc1ccccc1CNC(=O)COC(=O)Cc1c[nH]c2ccccc12
 : -5%	2%	3	-6%	11	3%	-1%	3%
- COc1ccc(CNS(=O)(=O)CCNC(=O)c2ccc(OC)cc2)cc1
 : -26%	-2%	2	-10%	10	0%	4%	-11%
- O=C(/C=C/c1ccco1)OCn1nnc2ccccc2c1=O
 : 2%	17%	1	?	-1	1%	9%	-14%
- Cc1ccc(C(=O)C(O)C(c2ccc(C)cc2)N2CCCCC2)cc1 (stereo not given)
 : 6%	12%	-13	-12%	-30	-4%	4%	1%
- Cc1ccc(C)c(S(=O)(=O)NC2CCSC2=O)c1 (stereo not given)
 : 6%	-15%	16	11%	11	1%	3%	-1%
- Cc1cc(C(=O)CSc2nnnn2C)c(C)n1-c1cccc(F)c1
 : 3%	19%	3	19%	8	21%	4%	-11%
- CC(C)CCC(O)(CCC(C)C)C(=O)NNc1ccccc1
 : 8%	nt	2	19%	-9	11%	0%	0%
- Cn1cnnc1SCC(=O)c1cccc([N+](=O)[O-])c1
 : -9%	nt	-4	4%	-18	-6%	11%	11%
- COc1ccc(C2=NOC(C(=O)N3CCCCCC3)C2)cc1OC (stereo not given)
 : -4%	nt	0	?	-2	-1%	-9%	11%
- CCCCC(=O)Nc1cccc(-c2cn3ccsc3n2)c1
 : -11%[57.1 µM]	5%	-3	6%	-22	-8%	-20%	23%
- CCOC(=O)c1cnc(SC)nc1Oc1cccc(NC(=O)c2ccc(Cl)cc2)c1
 : -7%	-19%	0	22%	29	-1%	-1%	2%
- CCOC(=O)c1nn(-c2ccccc2)c(C#N)c1N
 : -13%	6%	-3	-29%	-2	-5%	7%	-12%
- Cc1ccc(CNc2ncnc3c2cnn3-c2ccc(Cl)cc2)cc1
 : nt	8%	6	11%	nt	nt	nt	-10%
- COc1ccc(C(C)(C)C)cc1NC(=O)c1[nH]c(C)c(C(C)=O)c1C
 : -22%	?	0	23%	13	-1%	0%	-13%
- CCCn1nc2cc(C(=O)NCc3ccc(C)cc3)ccc2c1OC
 : 0%	-5%	-11	10%	-11	0%	5%	-21%
- CC(N)c1csc(Nc2nncc3ccccc23)n1 (stereo not given)
 : 10%	-18%	2	13%	16	0%	6%	-4%
- Cc1ccccc1-n1c(-c2csc(C)c2C)n[nH]c1=S
 : -20%	15%	1	?	2	15%	-1%	4.5µM*
- COc1cc(NC(=O)CSc2nc(C)c(C)c(C)n2)c(C)cc1[N+](=O)[O-]
 : 11%	nt	-1	-13%	12	0%	13%	12%
- Cc1ccc(SCc2c(C(=O)N/N=C/c3cccs3)nnn2-c2nonc2N)cc1
 : -9%	-9%	3	2%	-2	0%	-6%	-7%
- CCOc1ccc(NC(=O)c2sc3nc(N4CCOCC4)c4c(c3c2N)CC(C)(C)OC4)cc1
 : 0%	-16%	2	10%	-1	-4%	0%	0%
- Cn1cnc([N+](=O)[O-])c1NCc1ccccc1
 : 3%	-5%	-9	7%	2	-2%	7%	-3%
- O=C(CSc1nc(=O)n(CCCN2CCOCC2)c2c1CCCC2)Nc1cccc(F)c1
 : 6%	-6%	5	9%	6	4%	-3%	-12%
- CN(C)c1ccc(C2N(C)C(=O)c3ccccc3N2C)cc1 (stereo not given)
 : -11%	1%	2	9%	-4	5%	1%	8%
- COc1ccc(S(=O)(=O)N2CCN(C(c3ccccc3)c3ccccc3)CC2)cc1NC(C)=O
 : -2%	14%	0	-6%	0	-4%	2%	2%
- Oc1ccc(Br)cc1Cn1nnc2ccccc21
 : -11%	9%	10	19%	10	29%	-1%	0%
- CCCN1CCN(CCCNC(=O)c2ccc3nc(N4CCC(C)CC4)sc3c2)CC1
 : 3%	-7%	-13	2%	?	8%	3%	9%
- CCOC(=O)c1ccc(NC(=O)C(=O)NCC2(c3ccc(OC)cc3)CCOCC2)cc1
 : 25%	-17%	3	7%	19	0%	0%	-7%
- CCCN(CCC)C(=O)CSc1c2c(nc3ccc(Cl)cc13)CCCC2
 : nt	37%	6	20µM*	nt	nt	nt	-31%
- COC(=O)CCC(=O)N1CCCC(N2CCN(c3cccc(C(F)(F)F)c3)CC2)C1 (stereo not given)
 : 9%	23%	-9	-21%	-26	0%	22%	-10%
- Cc1ccccc1-n1c(SCC(=O)NC2CCS(=O)(=O)C2)nc2ccccc2c1=O (stereo not given)
 : -5%	-7%	7	10%	4	-11%	-4%	12%
- CCSc1nc(C)cc(Oc2ccc(=O)n(C)n2)n1
 : 0%	11%	0	0%	-13	1%	0%	8%
- CC(C)NS(=O)(=O)c1ccc2nc(NC(=O)c3cncc(Br)c3)sc2c1
 : nt	-20%	6	8%[9.22 µM]	nt	nt	nt	8%
- O=C(NC1CCN(Cc2ccccc2)CC1)c1cc(S(=O)(=O)Nc2ccc(F)cc2)ccc1Cl
 : -3%	11%	-12	7%	5	-1%	-6%	-1%
- CC(C)CCn1c(=O)c2ccccc2n2c(CN3C(=O)NC4(CCC(C)CC4)C3=O)nnc12 (stereo not given)
 : -3%	24%	-2	5%	18	3%	-19%	0%
- CC(=O)c1ccc(OCCCC(=O)Nc2ccc3c(c2)OCCO3)cc1
 : -8%	27%	-3	5%	-5	-20%	8%	0%
- CC(C)C(CO)NC(=O)CC(=O)NC(CO)C(C)C (stereo not given)
 : 12%	-18%	-4	-25%	?	0%	4%	0%
- CCCCNC(=O)COC(=O)c1ccc(SC)cc1OC
 : 13%	14%	1	-7%	12	-1%	3%	-9%
- O=[N+]([O-])c1ccccc1S(=O)(=O)NC1CCCCCCC1
 : -27%	14%	3	nt	?	9%	15%	-14%
- O=C(NC1CCCCC1)c1cc(-c2ccccc2O)on1
 : -7%	7%	1	4%	-8	0%	1%	-5%
- CSc1ncccc1C(=O)N1CCN(S(=O)(=O)c2ccc3ccccc3c2)CC1
 : -5%	?	-7	9%	-30	1%	14%	6%
- COc1ccc(COc2cc(-c3cccc(OC)c3)nc3ccc(N)cc23)cc1
 : -14%	?	18	0%	113	1%	4%	5%
- Oc1cccc(/C=N/n2c(C3CCCCC3)n[nH]c2=S)c1
 : -7%	19%	-11	14%	2	0%	1%	-3%
- CCOC(=O)Cc1cc(-c2ccc(F)cc2)nc2ccc3ccccc3c12
 : 0%	-5%	2	3%	26	-9%	-9%	-10%
- Cn1ncc2c(=O)[nH]c(N)nc21
 : 4%	-6%	-5	-7%	6	-8%	4%	-4%
- COC(=O)CCC(=O)Nc1sc2c(c1C#N)CCCC2
 : 2%	0%	-12	13%	0	4%	-14%	1%
- COc1ccc(C(O)P(=O)(OCc2ccccc2)c2ccc(N(C)C)cc2)cc1 (stereo not given)
 : 2%	1%	4	10%	-14	-4%	9%	9%
- COc1ccccc1NC(=O)CSc1nc2sc(C)c(C)c2c(=O)n1Cc1ccco1
 : -1%	19%	5	8%	7	6%	3%	22%
- CCn1c(SCC(=O)N2CCCC(C)C2)nnc1-c1ccc(S(=O)(=O)N2CCN(C)CC2)cc1 (stereo not given)
 : 12%	3%	3	-14%	-3	-8%	2%	-10%
- Cc1ccc(NC(=O)CCS(=O)(=O)c2cc(Br)cc3c2N(C(=O)C2CC2)CC3)cc1
 : nt	-8%	-13	11%	nt	nt	nt	1%
- COc1ccc(OCC(=O)NNC(=O)c2cc3ccccc3o2)cc1
 : -3%	nt	3	13%	15	6%	-2%	-1%
- Cc1ccc(-c2cnc(C(O)c3ccc(C)cc3)[nH]2)cc1 (stereo not given)
 : 12%	-1%	-3	19%	10	6%	1%	5%
- CC(C)=C(NC(=O)c1ccccc1)C(=O)Nc1cccc(C(=O)O)c1
 : 2%	-25%	-2	-2%	-18	-4%	7%	0%
- CCNc1nc(NCC)nc(OCCNS(=O)(=O)c2cc(C)ccc2C)n1
 : -4%	3%	-6	8%	1	2%	8%	4%
- COc1ccc(S(=O)(=O)N2CCCCC2)cc1NC(=O)Cc1cccc(C(F)(F)F)c1
 : -10%	-7%	-5	-2%	18	-6%	-5%	0%
- CCCCN(C(=O)C1CCN(C(=O)c2ccccc2C)CC1)c1c(N)n(CCCC)c(=O)[nH]c1=O
 : 0%	nt	-1	6%	-2	2%	2%	-4%
- Cc1ccc(N(Cc2ccccc2)C(=O)c2cccc(S(=O)(=O)N3CCOCC3)c2)cc1
 : -14%	37%	0	9%	18	6%	5%	19%
- CN(C)S(=O)(=O)N(CC(=O)N(Cc1ccccc1)Cc1ccccc1)c1ccccc1
 : 6%	29%	-9	-6%	29	-6%	4%	16%
- Cc1ccccc1OCC(=O)NN1CCN(C)CC1
 : 8%	nt	4	15%	-10	-2%	13%	2%
- Cc1cccc(C)c1OCC(=O)NNC(=O)CNC(=O)c1ccc(OC(F)F)cc1
 : -3%	nt	-4	14%	25	16%	-8%	1%

# Continuation:
# Results follow in this order: EPAC2 antagonist	FUS suppressor	D3 ag	TDP-43 yeast inh	DRD3 antagonist	aSyn yeast inh	EPAC2 ag	Abeta yeast res
- Cc1cccc(-c2nc(SCC(=O)NCC3CCCO3)c3c(=O)n(C)c(=O)n(C)c3n2)c1 (stereo not given)
 : nt	-10%	13	6%[9.22 µM]	nt	nt	nt	1%
- CC(=O)N1CCOc2ccc(S(=O)(=O)NCC3CCC(C(=O)NCCC(C)C)CC3)cc21 (stereo not given)
 : -5%	7%	5	-1%	13	-2%	-5%	11%
- CCc1c(O)c(-c2ccccc2)c(=O)n(-c2ccccn2)c1-c1ccccc1
 : 0%	2%	17	9%	15	1%	2%	2%
- C/C(=N\NC(=O)c1ccc(CSc2nncn2C)cc1)c1cccs1
 : -1%	-1%	-5	-7%	-24	-1%	7%	23%
- Cc1cc2c(cc1C)-c1nnnn1C(N1CCC(Cc3ccccc3)CC1)C(=O)N2 (stereo not given)
 : -8%	2%	17	25µM*	40	0%	3%	16%
- Cc1ccn2cc(C(=O)NC3CCN(Cc4ccccc4)CC3)nc2c1
 : 18%	1%	-31	-11%	-65*	-3%	1%	3%

# This is a subset. The share of hits here may be higher or lower than overall.
